Screening results as filed in PubChem BioAssay.
proCasp7 act – counter-screen for procaspase-3 activators: activators of human procaspase-7 | AID 463210 | recombinant procaspase-7, Ac-DEVD-pNA absorbance 405 nm; D23A/D198A/D206A triple mutant, cannot self-cleave; scale: DMSO 0, 5 µM enzyme 100 | 330,000 compounds, 0.093% hits | activation, % at 8.5 µM;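 active means percent activation above the screen-wide mean plus 3 SD, cut at about 25% in these data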
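Detection: p-Nitroaniline absorbance at 405 nm, read at 0 and 120 min; system: Uncleavable procaspase-7 mutant enzyme; evaluation: % activation from two-timepoint absorbance difference, scaled to controls; times: 1 h enzyme–compound preincubation and 2 h substrate reaction, both 25 °C; buffer or medium: Zinc-free HEPES pH 7.4 with 300 mM NaCl, 0.01% Triton X-100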
MEP2 TOR yeast – yeast TOR pathway MEP2-GFP modulation | S. cerevisiae MEP2-GFP strain, flow cytometry GFP, 3 h; 100% = DMSO control level | GFP response vs DMSO, % at 10 µM | 330,000 compounds, 0.51% hits;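 active means GFP response versus DMSO above a set limit, roughly screen mean plus 3 SD, cut at about 180% in these data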;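 further: median GFP fluorescence of the barcode-gated MEP2-GFP cells per well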
AHR activator – activators of human aryl hydrocarbon receptor. AHR-responsive luciferase reporter cells, luminescence. activation, % at 5 µM. 320,000 compounds, 2.5% hits; in the data active means activation above about 47%;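 further: 0% = vehicle wells and 100% = reference agonist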
Target sequence (P35869 whole entry, looked up): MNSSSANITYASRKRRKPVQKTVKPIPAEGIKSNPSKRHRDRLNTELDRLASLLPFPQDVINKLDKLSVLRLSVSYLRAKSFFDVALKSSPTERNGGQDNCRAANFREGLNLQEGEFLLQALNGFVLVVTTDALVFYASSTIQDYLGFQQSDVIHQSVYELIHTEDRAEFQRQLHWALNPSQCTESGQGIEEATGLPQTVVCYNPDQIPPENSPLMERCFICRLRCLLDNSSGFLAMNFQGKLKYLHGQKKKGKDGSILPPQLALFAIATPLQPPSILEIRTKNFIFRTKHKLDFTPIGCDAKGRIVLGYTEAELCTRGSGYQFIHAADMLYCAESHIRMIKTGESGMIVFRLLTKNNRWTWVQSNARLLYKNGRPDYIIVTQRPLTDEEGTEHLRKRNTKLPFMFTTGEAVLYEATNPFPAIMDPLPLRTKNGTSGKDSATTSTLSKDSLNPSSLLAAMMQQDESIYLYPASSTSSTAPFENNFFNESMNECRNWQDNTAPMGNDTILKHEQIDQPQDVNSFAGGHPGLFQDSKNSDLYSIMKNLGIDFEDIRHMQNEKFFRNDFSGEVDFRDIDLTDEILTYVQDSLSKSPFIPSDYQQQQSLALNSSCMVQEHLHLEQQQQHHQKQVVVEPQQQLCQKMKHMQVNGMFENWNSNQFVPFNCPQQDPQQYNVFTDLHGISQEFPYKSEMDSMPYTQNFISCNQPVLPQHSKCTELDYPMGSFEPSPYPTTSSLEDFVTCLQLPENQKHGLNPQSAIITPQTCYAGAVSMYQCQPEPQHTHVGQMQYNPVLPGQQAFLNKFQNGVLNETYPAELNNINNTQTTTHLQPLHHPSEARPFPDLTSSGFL
JMJD2C inh – human JMJD2C demethylase inhibition; AID 2099; Q9H3R0; 330,000 compounds, 0.069% hits; inhibition, % at 2.35 µM; GST-JMJD2C(1-420) H3K9me3 demethylation, DELFIA europium;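 active means more than half of a compound's replicate wells show inhibition beyond 50%, single wells judged on their own value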;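 further: signal counts dimethyl H3K9 product captured on neutravidin plate; 0% = median of DMSO wells and 100% = 0.3 times that DMSO median; strong numbers were not always called active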
proCasp3 act – procaspase-3 (human) activation. 330,000 compounds, 0.11% hits. activation, % at 8.5 µM. recombinant procaspase-3 D3A, Ac-DEVD-pNA absorbance 405 nm. P42574;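 active means activation above the mean of all tested compounds plus 3 SD, cut at about 21% in these data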;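 further: 0% = DMSO alone and 100% = DMSO wells spiked with extra 5 µM PC-3 D3A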
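Technique: 405 nm absorbance of p-nitroaniline, reads at 0 and 120 min; Test system: Procaspase-3 D3A mutant; Incubation: 1 h enzyme-compound preincubation, then 2 h substrate reaction, 25 °C; Repeats: singlicate, each compound tested once; Benchmarks: low control DMSO wells, high control DMSO plus 5 µM PC-3 D3A.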
RPL19A TOR yeast – modulators of TOR pathway RPL19A-GFP in S. cerevisiae; percent response vs DMSO, % at 10 µM; S. cerevisiae RPL19A-GFP strain, flow cytometry, 3 h; hits give low values; AID 2025; 330,000 compounds, 0.3% hits;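 active means percent response vs DMSO below 50%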;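 further: median channel GFP fluorescence of the barcoded RPL19A-GFP strain; ratio of sample median GFP to plate DMSO average so 100% = DMSO; lower means less RPL19A-GFP as with rapamycin TOR inhibition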
LAP4-GFP MLPCN – alters LAP4-GFP fluorescence in TOR pathway yeast screen | GFP response vs DMSO, % at 10 µM | 320,000 compounds, 0.34% hits | S. cerevisiae LAP4-GFP multiplex, flow cytometry GFP, 3 h; median GFP as percent of DMSO wells;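 active means GFP response vs DMSO above a set limit, about the screen mean plus 3 SD, cut at about 150% in these data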
CR mimetic SO – lowers age-related superoxide in aged yeast cells. S. cerevisiae aged cells, superoxide DHE fluorescence; hits give low values. superoxide response (% of plate mean), % at 10 µM. 330,000 compounds, 0.18% hits;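 active means superoxide response under a set limit, about three screen SD below normal, cut at about 65% in these data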;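 further: yeast aged for seven days with compound at 30 °C before DHE staining; 100% = average MFI of all compound-treated wells on the plate with controls excluded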
Active calls of the source: *.

1	CC(n1cnnn1)C12CC3CC(CC(C3)C1)C2 (centres undefined)
2	Cc1cc(N/N=C/c2ccc(O)cc2)c2cccc(C)c2n1
3	CC(=O)N1CCCc2ccccc21
4	Cc1ccc(C(=O)N2CCc3ccccc32)cc1NC(=O)c1ccco1
5	Cc1ccc(S(=O)(=O)/N=C(\c2ccc(Cl)cc2)N2CCOCC2)cc1
6	O=C(OCC(=O)N1CCCC1=O)c1ccc(O)cc1O
7	c1ccc(Nc2ccccc2)cc1
8	COc1cc(OC)c2c(c1)C(=O)c1cc(OC)cc(OC)c1C2=O

Screen / compound no.	1	2	3	4	5	6	7	8
proCasp7 act	-1	-14	10	-5	6	12	6	-2
MEP2 TOR yeast	107	121	102	105	94	108	100	119
AHR activator	-3	43	4	13	2	1	7	14
JMJD2C inh	15	-1	-5	1	-6	-2	1	2
proCasp3 act	2	-18	1	0	-1	8	6	-6
RPL19A TOR yeast	102	98	101	104	97	102	97	111
LAP4-GFP MLPCN	104	89	101	107	91	112	110	122
CR mimetic SO	110	104	107	106	96	97	98	108

9	CCC(C(=O)O)n1cnc2scc(-c3ccc(C)c(C)c3)c2c1=O (centres undefined)
10	O=c1c2ccccc2c(-c2ccccc2)nn1-c1cc(Cl)cc(Cl)c1
11	CC(OC(=O)CCc1nc2ccccc2c(=O)[nH]1)C(=O)Nc1ncc(Cl)cc1Cl (centres undefined)
12	CCOc1ccc(CN2CCN(CC3CC3)CC2CCO)cc1 (centres undefined)
13	COc1ccc(CCN2C(=NC(=O)C(C)C)SC3CS(=O)(=O)CC32)cc1 (centres undefined)
14	Cc1occc1C(=O)NCc1cccc(CNC(=O)c2ccoc2C)c1
15	COc1ccc(S(=O)(=O)Cc2ccc(C(=O)NCCCN(C)c3ccccc3)o2)cc1
16	CCC(Oc1ccccc1)C(=O)Nc1ccccc1C(=O)N1CCCCC1 (centres undefined)

Screen / compound no.	9	10	11	12	13	14	15	16
proCasp7 act	5	3	3	-6	1	5	-4	-2
MEP2 TOR yeast	112	96	96	112	99	106	101	111
AHR activator	3	0	2	4	0	7	4	-1
JMJD2C inh	-1	0	-26	8	5	2	-4	-2
proCasp3 act	6	22*	6	5	4	5	-1	-1
RPL19A TOR yeast	102	96	92	103	96	100	96	112
LAP4-GFP MLPCN	94	103	97	95	109	98	102	86
CR mimetic SO	110	97	108	117	95	109	129	93

12 of the compounds above, as tab-separated lines.
no.	mol	proCasp7 act	MEP2 TOR yeast	AHR activator	JMJD2C inh	proCasp3 act	RPL19A TOR yeast	LAP4-GFP MLPCN	CR mimetic SO
4	Cc1ccc(C(=O)N2CCc3ccccc32)cc1NC(=O)c1ccco1	-5	105	13	1	0	104	107	106
5	Cc1ccc(S(=O)(=O)/N=C(\c2ccc(Cl)cc2)N2CCOCC2)cc1	6	94	2	-6	-1	97	91	96
6	O=C(OCC(=O)N1CCCC1=O)c1ccc(O)cc1O	12	108	1	-2	8	102	112	97
7	c1ccc(Nc2ccccc2)cc1	6	100	7	1	6	97	110	98
8	COc1cc(OC)c2c(c1)C(=O)c1cc(OC)cc(OC)c1C2=O	-2	119	14	2	-6	111	122	108
9	CCC(C(=O)O)n1cnc2scc(-c3ccc(C)c(C)c3)c2c1=O (centres undefined)	5	112	3	-1	6	102	94	110
10	O=c1c2ccccc2c(-c2ccccc2)nn1-c1cc(Cl)cc(Cl)c1	3	96	0	0	22*	96	103	97
11	CC(OC(=O)CCc1nc2ccccc2c(=O)[nH]1)C(=O)Nc1ncc(Cl)cc1Cl (centres undefined)	3	96	2	-26	6	92	97	108
12	CCOc1ccc(CN2CCN(CC3CC3)CC2CCO)cc1 (centres undefined)	-6	112	4	8	5	103	95	117
13	COc1ccc(CCN2C(=NC(=O)C(C)C)SC3CS(=O)(=O)CC32)cc1 (centres undefined)	1	99	0	5	4	96	109	95
14	Cc1occc1C(=O)NCc1cccc(CNC(=O)c2ccoc2C)c1	5	106	7	2	5	100	98	109
15	COc1ccc(S(=O)(=O)Cc2ccc(C(=O)NCCCN(C)c3ccccc3)o2)cc1	-4	101	4	-4	-1	96	102	129

The results go on:
17	Cc1cc(C)c(C#N)c(SCc2ccccc2F)n1
18	CCOc1ccccc1Cn1c(=O)oc2ccc(C)cc21
19	C=CCn1c(-c2csc(-c3ccc(OC)c(OC)c3)n2)n[nH]c1=S
20	O=C(Nc1nc2c(s1)CCCC2)c1ccc(S(=O)(=O)N2CCCc3ccccc32)cc1
21	CS(=O)(=O)N1CCN(C(=O)NC23CC4CC(CC(C4)C2)C3)CC1
22	Nc1c(C(=O)c2ccco2)oc2ccccc12
23	CC(C)(C)OC(=O)NCC(=O)N1CCC(C(=O)O)CC1
24	CCOC(=O)c1csc(-c2snnc2C)n1

Screen / compound no.	17	18	19	20	21	22	23	24
proCasp7 act	-2	-7	-39	-7	19	-13	6	4
MEP2 TOR yeast	98	101	100	104	103	65	102	97
AHR activator	9	7	21	14	-1	9	1	-2
JMJD2C inh	-3	-3	-16	-8	10	6	-1	-10
proCasp3 act	4	-2	-3	-10	-7	-11	-8	5
RPL19A TOR yeast	102	97	100	101	104	100	101	99
LAP4-GFP MLPCN	99	103	96	96	100	117	104	112
CR mimetic SO	83	99	100	117	87	100	129	106

25	CS(=O)(=O)N1CCN(S(=O)(=O)c2ccccc2[N+](=O)[O-])CC1
26	CC(Oc1ccccc1F)C(=O)NNC(=O)CCNC(=O)c1ccco1 (centres undefined)
27	CC1CC(C)CN(C(=O)c2ccc(NC(=O)c3ccc(=O)[nH]c3)cc2)C1 (centres undefined)
28	O=[N+]([O-])c1ccc(S(=O)(=O)N2CCN(c3ccc(N4CCOCC4)nn3)CC2)cc1
29	CN(C(=O)COc1ccc(Br)cc1Cl)C1CCCCC1
30	Cc1c(CC(=O)NCCCC(=O)O)c(=O)oc2cc3occ(-c4ccccc4)c3cc12
31	CC(=O)Oc1ccc2oc(=O)c3c(c2c1)CCCN3C(=O)CN1CCOCC1
32	NS(=O)(=O)c1cccc(NC(=O)c2cncc(Br)c2)c1

Screen / compound no.	25	26	27	28	29	30	31	32
proCasp7 act	-1	-4	-1	4	2	4	-5	-3
MEP2 TOR yeast	101	104	101	91	108	102	90	95
AHR activator	0	5	6	3	4	0	1	7
JMJD2C inh	-6	1	7	-23	2	7	-10	-23
proCasp3 act	-8	0	-6	1	3	7	-5	15
RPL19A TOR yeast	91	95	99	86	111	104	96	94
LAP4-GFP MLPCN	99	101	105	94	108	91	94	100
CR mimetic SO	94	97	106	116	103	98	99	103

33	CC(C)N(C)S(=O)(=O)c1ccc(NC(=O)CSC(=S)N2CCCC2)cc1
34	Cc1ccc(Nc2c([N+](=O)[O-])ccc3nonc23)c(C)c1
35	Cc1cnc(C(=O)OCC(=O)N(Cc2ccccc2)C(C)C)cn1
36	CC12CCC(c3c(C(=O)O)nn(-c4ccc(F)cc4)c31)C2(C)C (centres undefined)
37	Cc1ccn2cc(CCNS(=O)(=O)c3ccc4c(c3)CCCC4)nc2c1
38	CCn1c(CC(=O)Nc2ccc(F)cc2)nnc1SCC(=O)N1CCOCC1
39	COc1ccc(-c2c(C#N)c(N)nc3sc(C(=O)c4ccc(C)cc4)c(N)c23)cc1
40	O=C(NNC(=O)c1cc2cc(OC(F)(F)F)ccc2[nH]1)c1cccc(C(F)(F)F)c1

Screen / compound no.	33	34	35	36	37	38	39	40
proCasp7 act	7	-12	11	-4	-9	4	-8	8
MEP2 TOR yeast	96	106	97	90	93	93	100	100
AHR activator	2	0	-2	8	1	-1	-4	-1
JMJD2C inh	-5	-11	-23	-4	10	5	-5	-1
proCasp3 act	-17	0	-3	-7	-6	-1	-2	-2
RPL19A TOR yeast	95	105	98	103	97	93	101	99
LAP4-GFP MLPCN	109	82	107	100	97	91	101	103
CR mimetic SO	95	122	103	98	149	120	98	112

41	CC1CCCN(CCCCOc2cccc(Br)c2)C1 (centres undefined)
42	COc1cc(N=c2c([N+](=O)[O-])nn(-c3ccc4c(c3)OCCO4)n2O)cc(OC)c1
43	COc1ccc(N/C=C2\CCc3ccccc3C2=O)cc1
44	Cc1cccc(/C=N\Nc2nnc(-c3ccccc3)c(=O)[nH]2)c1
45	COc1ccc(Cc2nc3ccccc3n2C)cc1
46	O=C(CNC(=S)N(Cc1ccccc1)Cc1ccccc1F)NCCc1ccc(Cl)cc1
47	CCN(c1ccccc1)S(=O)(=O)c1ccc(NC(=O)c2nc(S(C)(=O)=O)ncc2Cl)cc1
48	COc1cccc(NC(=O)N2CCCC2C(=O)NC(C)C)c1 (centres undefined)
49	Cc1cc(Nc2cccc(Cl)n2)n(-c2ccccc2)n1
50	O=C(NCc1ccco1)c1cc(-c2ccncc2)nc2ccccc12

Screen / compound no.	41	42	43	44	45	46	47	48	49	50
proCasp7 act	2	-9	-37	-2	5	11	-1	-6	0	10
MEP2 TOR yeast	96	84	100	101	97	135	112	113	86	103
AHR activator	-2	-1	16	23	3	0	-3	5	4	16
JMJD2C inh	-4	-2	-9	0	-12	-7	-10	9	5	5
proCasp3 act	-5	-2	-23	4	-3	7	-10	4	3	6
RPL19A TOR yeast	97	98	95	102	93	60	103	107	96	99
LAP4-GFP MLPCN	103	82	106	90	98	97	113	103	87	101
CR mimetic SO	94	102	104	93	108	111	86	106	98	100
